High-throughput results: PubChem BioAssay, several laboratories
MRP resist rev: MRP-mediated drug resistance reversal. differential viability (reversal), % at 10 µM. H69AR cells + 2 uM doxorubicin, CellTiter-Glo, 72 h. 85,000 compounds, 0.04% hits. AID 602;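 active = viability drop by adding the cancer drug above about 55%, with treated viability meeting a 40% cutoff, limit read from the data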;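 note: viability without doxorubicin minus viability with 2 µM doxorubicin for each compound; larger differential means the compound sensitizes cells more to doxorubicin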
PLAP inhibition: PLAP enzyme inhibitors, biochemical, luminescence, HTS (AID 690); purified PLAP, luminescent substrate; higher % means a stronger effect; inhibition, % at 20 µM, or IC50 in µM where a hit was titrated; 96,000 compounds, 0.08% hits; in the data active = a potency from the dose series; inactive = the rest, 99 in 100 with inhibition below about 30%; note: strong numbers were not always called active
NFkB transloc pot: enhances IL-1B driven NFkB nuclear translocation; HUVEC IL-1B NFkB p65 nuclear translocation imaging; activation, % at 2 µM; 94,000 compounds, 0.3% hits;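 active = activation above 40%, about the mean plus 3 SD, also judged a hit on visual image review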;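 note: percent activation is computed from the nuclear over cytoplasmic p65 intensity ratio; values of inactives mirror those of a sister screen read the other way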
IL1B NFkB inh: blocks IL-1B driven NFkB nuclear translocation in HUVEC cells; inhibition, % at 2 µM; 94,000 compounds, 0.43% hits; HUVEC IL-1B NFkB p65 nuclear translocation imaging;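 active = inhibition above about 30% together with a positive call from visual inspection of the well image, limit read from the data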;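 note: nuclear over cytoplasmic p65 intensity ratio measured by imaging; 0% = IL-1B stimulated DMSO wells and 100% = unstimulated DMSO wells; values of inactives mirror those of a sister screen read the other way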
Bcl-B displacement: displacers of TR3 peptide from Bcl-B, primary screen, selectivity assay for Bfl-1 inhibitor project, biochemical, fluorescence polarization. FP displacement of FITC-TR3 peptide from Bcl-B; higher % means a stronger effect. 96,000 compounds, 0.11% hits. displacement, % at 20 µM, or IC50 in µM where a hit was titrated. AID 748;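 active = displacement above 50% at 20 µM plus a fluorescence interference ratio under 1.5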;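 note: plate controls were wells without compound for no effect and wells lacking Bcl-B protein for full effect; a part of the inactive calls stands beside numbers as strong as those of hits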
MRP resist rev cytotoxicity: second read-out of MRP resist rev, no call of its own (marks repeat the call); viability, %; H69AR cells, CellTiter-Glo, 72 h; measured here: cytotoxicity without doxorubicin
MRP resist rev with doxorubicin: recorded beside MRP resist rev, whose call it bears; viability, %; measured here: viability with 2 uM doxorubicin; hits give low values
IL1B NFkB inh cell count 2 µM: also measured in IL1B NFkB inh; calls as there; cell count; measured here: cells passing quality filter;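 raw number of nuclei counted in each imaged well without normalization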
NFkB transloc pot cell count 2 µM: further read-out of NFkB transloc pot, marked with its call; cell count; measured here: cells passing quality filter
Starred values were filed as active, the others as inactive; . = no result given. The list is partial; count on the stated rates, not on these rows.

SMILES	MRP resist rev	MRP resist rev cytotoxicity	MRP resist rev with doxorubicin	PLAP inhibition	NFkB transloc pot	NFkB transloc pot cell count 2 µM	IL1B NFkB inh	IL1B NFkB inh cell count 2 µM	Bcl-B displacement
CN(C)c1nc(-c2ccccc2)cc(C(F)(F)F)c1C#N	.	.	.	-3.5%	5.9	167	-5.9	167	0.7%
Cc1cc(C(=O)CN2C(=O)c3ccccc3C2=O)c(C)n1C1CC1	-14.2	90.8	105.0	3.5%	-1.4	119	1.5	119	-3.9%
O=C(O)Cn1cc(C(=O)c2ccco2)c2ccccc21	.	.	.	-27.3%	15.4	143	-15.4	143	2.8%
Cc1ccc(S(=O)(=O)N2CCN(c3ncnc4c3cnn4-c3ccccc3)CC2)cc1	11.8	101.2	89.3	-6.1%	-9.5	167	9.5	167	-6.3%
c1ccc(-c2cc(-c3nnc4n3N=C(c3ccc5ccccc5c3)CS4)[nH]n2)cc1	.	.	.	-70.2%	6.2	126	-6.3	126	11.8%
CCn1c(CNc2ccccc2Cl)nnc1SCCN1CCCCC1	9.0	83.9	74.9	-46.8%	-2.3	212	2.3	212	8.8%
CCCCC(=O)Nc1ccc2c(c1)nc1n2CCOC1	3.4	98.3	94.9	25.0%	22.6	105	-22.6	105	-3.7%
COc1cccc(CNCCSc2nnnn2C)c1OC	5.1	97.9	92.8	20.4%	12.9	212	-12.9	212	0.5%
CCOC(=O)c1cnn(-c2ccccc2)c1-n1cccc1	23.7	96.1	72.4	14.6%	-24.1	37	-5.0	134	11.6%
COc1ccc(N(CC(=O)Nc2ccc(S(=O)(=O)N3CCOCC3)cc2)S(=O)(=O)c2ccccc2)cc1	.	.	.	-11.0%	-6.3	160	6.3	160	-7.6%
COc1ccc2cc(C(c3nnnn3CCc3ccccc3)N3CCC(O)CC3)c(=O)[nH]c2c1 (stereo not given)	-4.1	82.2	86.3	4.6%	0.8	121	-0.8	121	6.1%
Cc1cccc(-n2nnc(C(=O)NCc3ccco3)c2N)c1	2.1	108.3	106.2	13.2%	19.0	139	-19.0	139	1.8%
O=C(CS(=O)(=O)c1cn(Cc2cccc(F)c2)c2ccccc12)N1CCOCC1	.	.	.	-6.4%	-12.1	143	12.1	143	-9.1%
CCC(CC)C(=O)N1CCCC(c2nc(-c3cccs3)no2)C1 (stereo not given)	15.0	93.3	78.3	-12.5%	15.3	69	-15.3	69	-3.6%
Cc1cccc2cc(C(c3nnnn3Cc3ccc4c(c3)OCO4)N3CCCC3)c(=O)[nH]c12 (stereo not given)	-0.3	97.0	97.3	-56.1%	11.2	200	-11.2	200	-11.9%
O=C(CSc1nc2ccccc2c(=O)[nH]1)c1cccs1	-4.1	85.3	89.4	4.7%	1.8	193	-1.8	193	9.5%
CCOC(=O)CCCCC(=O)NC(CO)C(=O)NC (stereo not given)	0.5	110.4	109.8	15.0%	20.9	97	-20.9	97	1.5%
C=CCN1C(=Nc2ccccc2)SC/C1=C\C(=O)OC	11.6	89.0	77.4	10.9%	7.5	83	-7.5	83	5.4%
O=C(CSc1nnnn1-c1cccc2c1CCCC2)N1CCOCC1	23.8	97.3	73.5	-18.6%	-2.9	139	2.9	139	-1.0%
COc1cc(-c2nc(-c3ccncc3)no2)cc(OC)c1OC	-2.3	88.6	90.9	15.9%	19.9	126	-19.9	126	-12.0%
CCN1C(=O)C(CC(=O)Nc2ccc(OC)cc2)N(Cc2cccs2)C1=S (stereo not given)	.	.	.	-2.1%	2.6	116	-2.6	116	13.4%
N#Cc1ccc(Cl)cc1NC(=O)COC(=O)c1ccc2c(c1)OCCO2	.	.	.	-8.5%	6.8	188	-6.8	188	-4.9%
CN(Cc1ccccc1)C(=O)CCCn1c(=O)[nH]c2cc(Cl)ccc2c1=O	10.1	98.0	88.0	-10.0%	-3.3	64	3.3	64	13.0%
Cc1ccc(O)c(CNc2ccccn2)c1	.	.	.	22.6%	10.6	88	-10.6	88	0.9%

Part of the list above, bar-delimited:
canonical_smiles | MRP resist rev | MRP resist rev cytotoxicity | MRP resist rev with doxorubicin | PLAP inhibition | NFkB transloc pot | NFkB transloc pot cell count 2 µM | IL1B NFkB inh | IL1B NFkB inh cell count 2 µM | Bcl-B displacement
N#Cc1ccc(Cl)cc1NC(=O)COC(=O)c1ccc2c(c1)OCCO2 | . | . | . | -8.5% | 6.8 | 188 | -6.8 | 188 | -4.9%
CN(Cc1ccccc1)C(=O)CCCn1c(=O)[nH]c2cc(Cl)ccc2c1=O | 10.1 | 98.0 | 88.0 | -10.0% | -3.3 | 64 | 3.3 | 64 | 13.0%
Cc1ccc(O)c(CNc2ccccn2)c1 | . | . | . | 22.6% | 10.6 | 88 | -10.6 | 88 | 0.9%

Next structures.
SMILES	MRP resist rev	MRP resist rev cytotoxicity	MRP resist rev with doxorubicin	PLAP inhibition	NFkB transloc pot	NFkB transloc pot cell count 2 µM	IL1B NFkB inh	IL1B NFkB inh cell count 2 µM	Bcl-B displacement
O=C(Nc1ccccc1C(F)(F)F)c1cc(-c2ccc(O)cc2)on1	-25.2	69.8	95.0	3.7%	2.5	123	-2.5	123	-0.2%
COc1ccccc1Nc1nc(N)nc(CN2CCN(Cc3ccccc3)CC2)n1	-29.0	51.9	80.8	-49.6%	7.7	100	-7.7	100	-17.3%
O=C(NCc1ccccc1)C(=O)NCC1COc2ccccc2O1 (stereo not given)	-35.1	28.9	64.0	.	-1.7	95	1.7	95	.
COc1ccc(-n2c(C)nc3c(cnn3-c3ccc(Cl)cc3)c2=O)cc1	-15.0	67.8	82.8	0.5%	16.9	98	-16.9	98	11.2%
CC1CCCCN1C(=O)/C(=C\c1ccccc1)c1ccccc1 (stereo not given)	.	.	.	14.0%	1.0	197	-1.0	197	-3.6%
CCNC(=S)N(Cc1ccc2c(c1)OCO2)C1CC(=O)N(c2ccc(F)cc2)C1=O (stereo not given)	.	.	.	1.8%	0.8	88	-0.8	88	-1.9%
CCCCn1c(NCc2ccccc2NS(=O)(=O)c2ccc(C)cc2)nc2ccccc21	.	.	.	-22.5%	-1.4	159	1.4	159	16.1%
CC1(C)Cc2ccccc2C(NNC(=O)c2ccncc2)=N1	.	.	.	-79.3%	-4.3	109	4.3	109	14.3%
CCN(CC)CCNC(=O)c1ccccn1	5.3	103.8	98.5	2.8%	-6.2	114	6.2	114	-2.2%
CCOc1ccc(-c2nc(C#N)c(N3CCOCC3)o2)cc1	6.7	71.9	65.2	-1.4%	6.2	197	-6.2	197	8.3%
O=S(=O)(NC1CCCC1)c1ccccc1Cl	-2.7	82.3	85.0	.	-5.6	145	5.6	145	.
COc1cc(NS(=O)(=O)c2ccc(NC(=O)COc3ccc(C)cc3)cc2)nc(OC)n1	14.2	96.0	81.7	-65.1%	37.0	143	-37.0	143	-3.6%
COC(=O)C1=C(C)NC(=O)CC1c1cccc(OC)c1OC (stereo not given)	-2.5	94.6	97.1	-6.2%	.	.	.	.	5.2%
Cc1ccc(C(=O)Cn2nnc3ccccc32)cc1	.	.	.	18.1%	2.6	158	-2.6	158	4.5%
COc1ccc(CNC(=O)Cn2nc(C(F)(F)F)c3c2CCC3)cc1	-1.2	83.1	84.3	-4.8%	-34.6	9	34.6*	9*	-9.4%
O=C(NC1CC2CCCC(C1)N2Cc1ccco1)NC12CC3CC(CC(C3)C1)C2 (stereo not given)	18.9	106.9	88.0	-118.6%	-10.4	142	10.4	142	-12.8%
O=c1c2ccccc2oc2nc3n(c(=O)c12)CCCS3	8.0	94.8	86.8	-1.4%	7.1	90	-7.1	90	-7.7%
CCOc1ccc(OCCCC(=O)NC2=NCCS2)cc1	.	.	.	8.5%	21.6	140	-21.6	140	18.8%
N#CCCN1CCNCC1	0.7	93.9	93.2	24.1%	-0.8	60	0.8	60	-14.8%
CC(C)(C)C1CCc2[nH]c3ccccc3c(=O)c2C1 (stereo not given)	-33.4	43.6	77.0	5.1%	38.4	124	-38.4	124	-16.4%
S=C(Nc1ccccc1)N1CCn2c1nc1ccccc12	-19.2	48.1	67.3	-3.0%	-9.5	134	9.5	134	0.4%
COC(=O)c1ccccc1S(=O)(=O)N(Cc1ccco1)Cc1cc2cc(OC)ccc2[nH]c1=O	0.3	55.2	54.9	-17.9%	-6.9	116	6.9	116	2.1%
CC1CCCC(NC(=O)c2ccc3c(=O)n(CC4CCCO4)c(=O)[nH]c3c2)C1C (stereo not given)	.	.	.	-7.8%	0.2	82	-0.2	82	19.8%
CCn1c(-c2ccc(Cl)cc2)n[nH]c1=S	7.6	97.9	90.3	20.7%	7.9	210	-7.9	210	5.0%

Arranged by value in PLAP inhibition (ascending): some entries from above
Structure	PLAP inhibition
O=C(NC1CC2CCCC(C1)N2Cc1ccco1)NC12CC3CC(CC(C3)C1)C2 (stereo not given)	-118.6%
CC1CCCC(NC(=O)c2ccc3c(=O)n(CC4CCCO4)c(=O)[nH]c3c2)C1C (stereo not given)	-7.8%
COc1ccc(CNC(=O)Cn2nc(C(F)(F)F)c3c2CCC3)cc1	-4.8%

Further compounds follow.
SMILES	MRP resist rev	MRP resist rev cytotoxicity	MRP resist rev with doxorubicin	PLAP inhibition	NFkB transloc pot	NFkB transloc pot cell count 2 µM	IL1B NFkB inh	IL1B NFkB inh cell count 2 µM	Bcl-B displacement
CC(=O)c1ccc(NC(=O)CCNS(=O)(=O)c2cccc3nonc23)cc1	6.7	103.0	96.3	7.0%	.	.	.	.	0.4%
C=CCOC(=O)C1=C(C)NC(=O)NC1/C=C/c1ccccc1 (stereo not given)	30.3	106.8	76.5	16.7%	1.1	84	-1.1	84	4.2%
Cc1c(NC(=O)C(CC(=O)O)NCc2ccco2)c(=O)n(-c2ccccc2)n1C (stereo not given)	-8.6	84.9	93.4	.	14.8	151	-14.8	151	.
CC(=O)N=c1sc2cc(C)ccc2n1C	-7.2	84.1	91.3	-12.6%	24.1	184	-24.1	184	-2.8%
Cc1ccccc1-c1nc2ccccc2[nH]1	16.9	109.8	93.0	.	12.6	177	-12.6	177	.
Cc1nccc(-c2ccc(-n3cnc4ccccc43)cc2)n1	0.9	83.4	82.5	11.2%	-13.4	71	6.3	140	-13.6%
CCC(=O)n1nc(-c2ccc(Cl)cc2)nc1SC	10.9	98.2	87.3	.	4.5	154	-4.5	154	.
O=C(c1cc2ccccn2n1)N1CCN(c2cccc(C(F)(F)F)c2)CC1	19.9	110.5	90.6	-5.2%	-1.0	121	1.0	121	-5.5%
CCOc1ccc(NC(=O)CN2CCN(CC(=O)Nc3ccc(C(=O)OC)cc3)CC2)cc1	3.6	95.7	92.1	-28.3%	4.3	122	-4.3	122	2.7%
Cc1ccc(CCNC(=O)C2CCN(S(=O)(=O)N3CCCC3)CC2)cc1	2.3	100.0	97.7	7.1%	6.0	138	-6.0	138	-4.4%
CCOc1ccc2nc(NC3=NC(c4ccc(OC)cc4)CC(=O)N3)nc(C)c2c1 (stereo not given)	.	.	.	-73.3%	1.1	128	-1.1	128	-98.0%
S=C(Nc1ccccc1)N1CCN(C2CCCCC2)CC1	.	.	.	-34.2%	5.7	150	-5.7	150	-1.9%
CCOC(=O)CSC1=C(C#N)C(c2ccc3c(c2)OCO3)CC(=O)N1 (stereo not given)	-25.9	22.9	48.8	-3.6%	1.0	70	-1.0	70	-0.3%
CC1=C(C(N)=O)C(c2cccc(O)c2)n2nc(CCCO)nc2N1 (stereo not given)	-13.7	90.5	104.2	-9.9%	15.7	191	-15.7	191	-5.8%
CC(C)Cc1nc2oc3c(NCCCN4CCOCC4)ncnc3c2c2c1CCC2	-19.4	54.9	74.2	-48.5%	-5.7	185	5.7	185	9.9%
O=C(C1CCCCN1S(=O)(=O)c1ccccc1)N1CCN(Cc2ccccc2)CC1 (stereo not given)	9.2	95.4	86.2	-71.5%	-1.9	48	1.9	48	7.2%
O=C(Cn1c(=O)n(Cc2ccco2)c(=O)c2c3c(sc21)CCCCC3)c1ccccc1	8.0	92.8	84.8	-4.4%	-9.5	173	9.5	173	3.9%
Cc1cc(NC(=O)c2ccc(Cl)cc2)c(C(C)C)cc1O	.	.	.	6.7%	8.7	109	-8.7	109	3.7%
CC(C)C(C(=O)NC1CCCCC1)N(CC1CCCO1)C(=O)CNS(=O)(=O)c1ccc(F)cc1 (stereo not given)	.	.	.	-25.8%	9.9	107	-9.9	107	-7.4%
